# CHRM5 PAM = positive allosteric modulators of human muscarinic M5 receptor | hit rate 0.3% among 360,000 | CHO-K1 hM5, Fluo-8 calcium, ACh EC20 PAM; 0% = ACh EC20, 100% = ACh EC100 | activation, % at 3 µM | AID 624038;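 active = activation above the run cutoff, the mean activation of all test compounds plus 3 SD, cut at about 18% in these data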
#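 Measured by: Fluo-8 calcium fluorescence; material: human M5 receptor in CHO-K1 cells; schedule: Post-acetylcholine fluorescence recording 140 s; benchmarks: low control EC20 acetylcholine (0%), high control EC100 acetylcholine (100%); read-out: Max/basal fluorescence ratio as % of EC20–EC100 ACh window; compound: single dose, 3 µM nominal final test concentration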
# CHRM4 antagonist = antagonists of human muscarinic M4 receptor (CHRM4); P08173; CHO-hM4 cells, ACh EC80, Fluo-8 calcium fluorescence; inhibition, % at 3 µM; hit rate 0.73% among 360,000;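 active = inhibition above its plate's cutoff, the mean inhibition of sample wells plus 3 SD, cut at about 27% in these data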;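 also: 0% = acetylcholine EC80 with DMSO and 100% = DMSO without agonist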
# Target sequence (P08173 whole entry, looked up): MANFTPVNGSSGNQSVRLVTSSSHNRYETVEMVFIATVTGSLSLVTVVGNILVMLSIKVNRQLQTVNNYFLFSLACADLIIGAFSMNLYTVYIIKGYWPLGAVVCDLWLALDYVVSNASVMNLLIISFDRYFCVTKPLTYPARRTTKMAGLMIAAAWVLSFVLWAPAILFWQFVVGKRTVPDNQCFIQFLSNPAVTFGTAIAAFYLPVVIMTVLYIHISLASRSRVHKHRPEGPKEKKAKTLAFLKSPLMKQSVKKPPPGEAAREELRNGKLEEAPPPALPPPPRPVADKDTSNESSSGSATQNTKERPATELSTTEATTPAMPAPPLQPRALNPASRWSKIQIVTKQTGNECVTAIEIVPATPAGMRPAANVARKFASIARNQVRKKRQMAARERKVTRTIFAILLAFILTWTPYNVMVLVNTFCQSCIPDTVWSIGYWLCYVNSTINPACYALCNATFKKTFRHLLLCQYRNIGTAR
# M1 antag = antagonists of human M1 muscarinic receptor; hit rate 1.3% among 360,000; inhibition, % at 3 µM; CHO-K1 hM1, Fluo-8 calcium fluorescence, ACh EC80 antagonist;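 active = percent inhibition above its own plate's cutoff, namely the mean of that plate's compound wells plus 3 SD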;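 also: peak over basal fluorescence ratio during 140 s after agonist addition; 0% = ACh EC80 plus DMSO and 100% = DMSO alone without agonist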
# CHRM5 agonist = CHRM5 agonism in calcium assay | activation, % at 3 µM | CHO-K1 hM5 cells, Fluo-8 calcium fluorescence; 0% DMSO wells, 100% maximal acetylcholine response | P08912 | hit rate 0.19% among 360,000 | AID 624037;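 active = activation above the run's mean over test compounds plus 3 SD, cut at about 23% in these data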;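 also: signal is peak over basal fluorescence ratio across the kinetic read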
# M1 PAM = positive allosteric modulators of human M1 muscarinic receptor. CHO-K1 hM1, Fluo-8 calcium fluorescence, ACh EC20; 0% = ACh EC20, 100% = maximal ACh. P11229. AID 588819. activation, % at 3 µM. hit rate 0.088% among 360,000; in the data active = activation above about 19%, passing the limit was not always enough
# M1 ag = activates human CHRM1 receptor. P11229. activation, % at 3 µM. CHO-K1 hM1, Fluo-8 calcium fluorescence, agonist mode; 0% DMSO, 100% acetylcholine EC100. hit rate 0.33% among 360,000;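 active = activation above the run's mean compound activation plus 3 SD, cut at about 16% in these data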;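 also: peak over basal fluorescence ratio within a 140 s kinetic read after compound addition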
# CHRM5 antagonist = blocks acetylcholine activation of human M5 receptor; P08912; CHO-hM5 cells, Fluo-8 calcium fluorescence, ACh EC80; inhibition, % at 3 µM; hit rate 0.59% among 360,000; AID 624040;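 active = inhibition above a per-plate cutoff, the mean of that plate's test compounds plus 3 SD, cut at about 27% in these data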;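 also: 0% = acetylcholine EC80 with DMSO and 100% = DMSO without agonist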
# TAAR1 ag = agonists of human TAAR1; Q96RJ0; CHO RD-HGA16 TAAR1, Fluo-8 calcium fluorescence; vehicle wells 0%, saturating PEA agonist 100%; activation, % at 3 µM; hit rate 0.99% among 360,000;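 active = activation above the mean activation of all test compounds in the run plus 3 SD, cut at about 38% in these data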
# Target sequence (Q96RJ0 whole entry, looked up): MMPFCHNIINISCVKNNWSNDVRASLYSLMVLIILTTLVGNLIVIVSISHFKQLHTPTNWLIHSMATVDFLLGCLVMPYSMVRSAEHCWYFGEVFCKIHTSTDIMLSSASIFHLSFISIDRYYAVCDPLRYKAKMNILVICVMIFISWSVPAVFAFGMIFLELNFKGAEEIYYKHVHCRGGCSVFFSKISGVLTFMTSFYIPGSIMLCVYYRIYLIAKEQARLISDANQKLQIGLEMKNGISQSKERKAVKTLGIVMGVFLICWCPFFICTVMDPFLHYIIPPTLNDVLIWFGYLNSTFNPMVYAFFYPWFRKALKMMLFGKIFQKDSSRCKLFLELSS
#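 Assay system: CHO-derived RD-HGA16 cells with stable Gα16 and human TAAR1; timing: 17-24 h seeding, 75 min 37 °C dye, 30 min RT; read-out: % activation from peak over basal fluorescence ratio, DMSO-to-PEA scaled; measured by: kinetic Fluo-8 calcium fluorescence; benchmarks: low control DMSO, high control PEA (EC100); doses: 3 µM single concentration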
# M4 ag = agonists of human muscarinic M4 receptor (CHRM4); activation, % at 3 µM; P08173; AID 624127; CHO-K1 hM4/Gqi5, Fluo-8 calcium fluorescence; vehicle 0%, full acetylcholine response 100%; hit rate 0.14% among 360,000;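 active = activation above the run mean over all test wells plus 3 SD, cut at about 32% in these data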;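 also: peak over basal fluorescence ratio per well then scaled between controls; 0% = DMSO wells and 100% = acetylcholine at EC100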
# An asterisk follows results filed as active; . = not tested or not shown. Some of the compounds tested; the hit share may differ from the screen's.
# Order of values: CHRM5 PAM	CHRM4 antagonist	M1 antag	CHRM5 agonist	M1 PAM	M1 ag	CHRM5 antagonist	TAAR1 ag	M4 ag
(1) CC(OC(=O)[C@@H](NS(=O)(=O)c1ccccc1)C(C)C)C(=O)c1c(N)n(C)c(=O)n(C)c1=O (stereo partly specified)
→ 2	0	-11	0	6	-6	2	0	1
(2) Cn1c(SCC(=O)c2ccccc2)ncc(C(=O)Nc2ccccc2)c1=O
→ 4	6	-5	-3	7	-2	-1	11	1
(3) CC(C)C(NC(=O)c1ccc(C(C)(C)C)cc1)C(=O)N1CCC(C(N)=O)CC1 (stereo unspecified)
→ -2	-1	-17	1	15	-4	5	2	0
(4) COc1ccccc1Sc1nc(-c2ccccn2)ncc1OC
→ -1	-5	-3	-1	11	-5	4	12	0
(5) COc1cccc(CN(C(=O)c2ccco2)C2CCS(=O)(=O)C2)c1 (stereo unspecified)
→ 15	6	-5	-1	6	2	-3	6	1
(6) COc1ccc(CCNC(=O)CSc2nc(O)c(CCC(C)C)c(=O)[nH]2)cc1OC
→ 0	-18	1	0	3	-4	0	-2	-1
(7) O=C1C(=O)N(c2ccccn2)C(c2cccc(F)c2)/C1=C(/O)c1ccccc1 (stereo unspecified)
→ -2	-23	-12	-3	5	-1	4	.	0
(8) CC1CCN(C(=O)CSc2nnc3ccccn23)CC1
→ -9	21	15	-2	-6	-7	12	1	2
(9) CSc1ncc(C(=O)Nc2ccc(Cl)cc2)c(C)n1
→ -4	-7	-10	-2	4	-3	12	-1	3
(10) N#Cc1c(NCc2ccccc2)ccnc1NCc1cccnc1
→ -10	3	15	5	-9	-2	8	7	8
(11) O=C(CCc1ccccc1)Nc1ccc(Cl)cn1
→ 8	-1	-7	-1	-27	-3	-7	12	0
(12) O=C(NCCc1csc(-c2ccccc2)n1)c1ccc(Br)o1
→ -8	-24	1	1	-6	-3	-1	1	6
(13) O=C(Nc1cccc(C(=O)N2CCOCC2)c1)c1ccc([N+](=O)[O-])cc1
→ -1	8	12	-1	-3	0	-3	0	1
(14) Cc1c(Cl)c([N+](=O)[O-])nn1CCCC(=O)O
→ 7	-1	-1	-1	8	-2	5	1	2
(15) CCc1ccc(CN2CCC(n3nccc3NC(=O)c3ccccc3Cl)CC2)cc1
→ -5	-13	-16	4	6	28*	15	21	20
(16) CC(C)c1cc(C(=O)O)c2ccccc2n1
→ 4	-2	-31	1	4	-1	-2	1	0
(17) CCc1ccc(OCC(=O)OC2CCS(=O)(=O)C2)cc1 (stereo unspecified)
→ 0	9	-15	3	0	-2	-1	17	1
(18) C=CCNC(=S)NCCCCC1NC(=S)N(CC=C)C1=O (stereo unspecified)
→ -2	5	3	-7	-15	-10	8	2	1
(19) CC(Sc1nnnn1C)C(=O)Nc1cc(S(=O)(=O)N2CCCCC2)ccc1Cl (stereo unspecified)
→ 1	-4	-3	-1	6	-4	1	4	3
(20) O=C(N1CCCC1)C12CCC3CC(CC(C3)C1)C2
→ 19*	-14	-2	-8	5	-7	-6	17	0
(21) COc1ccc(N(C(=O)c2cccc([N+](=O)[O-])c2)S(=O)(=O)c2ccc3c(c2)n(C)c(=O)n3C)cc1
→ -2	3	-7	1	3	-3	1	3	1
(22) COc1ccc(N=C2NC(=O)/C(=C\C=C\c3ccccc3)S2)cc1
→ -7	14	-9	-1	7	-1	19	2	0
(23) COc1ccc(-c2cnc3c(NC(C)=O)cc(-c4cccc(C(=O)NCCN(C)C)c4)cn23)cc1OC
→ -5	-10	-23	0	24	-9	10	-1	0
(24) NC(=O)NC(=O)COC(=O)c1ccc(OC(F)(F)F)cc1
→ 10	-3	8	3	-2	-2	-13	1	2
(25) COC(=O)C1=CO[C@@H](O[C@@H]2O[C@H](CO)[C@@H](O)[C@H](O)[C@H]2O)C2C1CC(O)O[C@H]2C (stereo partly specified)
→ 10	-6	-2	3	6	-2	0	5	1
(26) Clc1ccc(C2=Nn3c(nnc3-c3n[nH]c4c3CCC4)SC2)cc1
→ 0	-4	-36	-2	6	2	3	27	-1
(27) O=S(=O)(c1ccccc1)c1nnn2c1nc(NC1CCN(Cc3ccccc3)CC1)c1cc(Cl)ccc12
→ -1	-2	-14	-5	5	-5	-9	-1	1
(28) COc1ccc(S(=O)(=O)N(C)C[C@H]2Oc3cc(Br)ccc3S(=O)(=O)N([C@H](C)CO)C[C@H]2C)cc1
→ 3	-4	-10	2	3	-1	2	11	8
(29) O=C(NC1CCCCC1)c1cc(-c2ccc(F)cc2)on1
→ -3	3	13	-4	-4	-1	15	0	1
(30) COc1ccc(OC)c2sc(NC(=O)CCS(=O)(=O)c3ccccc3)nc12
→ -4	1	-8	1	4	-1	0	7	1
(31) CCN(CC)c1ccc(NC(=O)CCN2C(=O)c3ccccc3S2(=O)=O)c(C)c1
→ 2	7	-6	-3	4	-8	12	3	1
(32) Cn1c(=O)oc2cc(S(=O)(=O)N3CCN(c4ccccc4F)CC3)ccc21
→ -6	-17	3	-3	-2	-2	8	3	1
(33) COc1ccc(NC(=O)c2cc(C3CCCCN3S(=O)(=O)c3ccc(C#N)cc3)on2)c(C)c1 (stereo unspecified)
→ -2	15	0	1	-6	-4	5	5	10
(34) O=C1CCC(C(=O)N(c2ccccc2)C2(C(=O)NC3CCCCC3)CCCCC2)N1 (stereo unspecified)
→ -6	-3	-5	-3	6	-3	2	6	1
(35) Cc1ccc(C(=O)Nc2ccc(NC(=O)c3cccs3)cc2)c(C)c1
→ -5	9	-5	-3	2	-3	8	2	1
(36) O=C(NCc1ccc(C(F)(F)F)cc1)c1cccc2c(-c3ccc(F)c(F)c3)coc12
→ -1	-9	1	0	2	-4	4	3	0
(37) Cc1cc2ncn(-c3ncccc3[N+](=O)[O-])c2cc1C
→ 4	0	-5	-2	6	-7	6	6	3
(38) O=C(NCCc1ccccc1)C1CCN(S(=O)(=O)N2CCCCC2)CC1
→ -2	5	-7	-3	3	0	9	6	3
(39) O=C(CN1CCN(CC(=O)Nc2ccc3c(c2)OCO3)CC1)Nc1ccc(F)cc1
→ -1	-14	-13	-1	6	-5	-8	-1	0
(40) Cc1ccc2c(c1)N(CC(=O)NCCc1ccccc1)C(=O)c1cccnc1O2
→ -8	2	2	2	-3	11	4	1	3
(41) COc1ccc(C)cc1NC(=O)C12CCC(C)(C(=O)O1)C2(C)C (stereo unspecified)
→ -1	-2	-2	-6	1	-4	4	5	0
(42) CCN(C(=O)COC(=O)CNC(=O)c1ccc(C)s1)c1ccccc1
→ -3	3	-1	0	10	-5	-7	3	1
(43) CN1CCN(c2ccc(NC(=O)c3ccc(Br)o3)cc2)CC1
→ -7	3	-6	-9	3	-5	16	20	1
(44) Cc1nn(CC(=O)NCc2ccccn2)c(C)c1[N+](=O)[O-]
→ 5	-7	1	-3	1	-3	0	0	0
(45) CCOc1ccccc1NC(=O)C1CCCN(S(=O)(=O)c2ccc3c(c2)CCCN3C(C)=O)C1 (stereo unspecified)
→ -2	-12	-11	-1	4	-4	6	1	1
(46) COc1ccc(C(=O)Nc2ccc(Cl)c(S(=O)(=O)Nc3ccccc3OC)c2)cc1
→ -17	7	12	3	-7	-1	16	5	12
(47) COc1ccc(-c2noc(CN3CCCCC3c3nccn3C)n2)cc1 (stereo unspecified)
→ -13	10	12	-16	-11	-5	12	0	0
(48) Brc1ccc(-c2nc3ncccn3c2NC2CCCCC2)o1
→ -4	-6	-3	4	4	-3	-3	12	4
(49) Cc1cc(O)c(NC(=O)c2ccc(Br)o2)cc1C
→ -3	5	-8	-2	4	-6	0	-2	-1
(50) Cc1ccc2c(c1)nnn2C1CCN(CC(=O)NCCc2nc3ccccc3[nH]2)CC1
→ -3	-16	-38	-1	13	-3	1	5	2
(51) O=C(NCc1ccncc1)C(=O)N/N=C/c1ccc(OCc2ccccc2)cc1
→ 6	-10	-2	-3	6	-3	-7	6	1
(52) CCCCN(CCCNC(=O)c1ccc(CS(=O)(=O)c2c(Cl)cccc2Cl)o1)Cc1ccccc1
→ -5	14	16	-11	-27	-14	12	-1	1
(53) CC1CCCN(C(=O)C2CCN(CC(C)c3ccccc3)CC2)C1 (stereo unspecified)
→ -1	1	-4	-3	2	-6	-3	3	0
(54) CC(C)(C)OC(=O)N(CCc1ccccc1)Cc1ccc(OCc2cccc(NC(=O)C3CCCC3)c2)cc1
→ -1	-12	-2	0	2	1	-6	4	1
(55) Nc1c2c(nn1-c1ccc(F)cc1)CSC2
→ 4	-5	-14	-2	10	-2	-1	0	1
(56) COc1ccc(CCNC(=O)C2CCC(CNS(=O)(=O)c3ccc(F)cc3)CC2)cc1OC (stereo unspecified)
→ -2	13	1	1	0	-5	4	10	1
(57) COc1ccccc1C(=O)NC(CCSC)C(=O)NC1CC1 (stereo unspecified)
→ -2	-5	-6	1	8	-3	7	1	1
(58) O=C(Nc1c2c(nn1-c1ccccc1)CS(=O)(=O)C2)c1ccc2c(c1)OCO2
→ -11	6	-7	1	4	-2	18	2	1
(59) Cc1cc(C)n(CC(=O)N/N=C/c2ccc([N+](=O)[O-])s2)n1
→ -3	-7	4	-2	5	-9	9	4	1
(60) CCOC(=O)N1CCC(N2C(=O)c3ccccc3C2Nc2ccccc2)CC1 (stereo unspecified)
→ 3	-14	-4	0	2	-10	-7	-2	3

# Continuation:
# Order of values: CHRM5 PAM	CHRM4 antagonist	M1 antag	CHRM5 agonist	M1 PAM	M1 ag	CHRM5 antagonist	TAAR1 ag	M4 ag
(61) COC(=O)C[C@H]1C=C[C@H](NC(=O)c2cccc(F)c2)[C@@H](CO)O1
→ 1	3	.	-1	.	.	2	3	0
(62) COc1ccc(/C=N/NC(=O)Cc2csc(Nc3cccc(C(F)(F)F)c3)n2)cc1C
→ 0	9	10	0	-3	-2	-8	2	-1
(63) C/C(=N\NC(=O)c1ccc2ccccc2c1)c1cccs1
→ -6	12	-5	-4	6	-3	18	-1	0
(64) CCOC(=O)c1cc(-c2csc(-c3ccc(C(C)(C)C)cc3)n2)on1
→ 3	-2	-12	-1	4	-3	-1	4	0
(65) CC(=O)NCCNc1nc2cc(-c3ccc(C)cc3)sc2c(=O)n1C
→ -3	-9	-14	-1	6	-2	2	-1	2
(66) O=C(Nc1ccccc1C(F)(F)F)c1cc(-c2ccccc2O)on1
→ -8	-5	-2	-2	-1	-4	5	14	1
(67) CC1CCCC(C)N1C(=O)CSc1nnc(NC(=O)Cc2cccs2)s1 (stereo unspecified)
→ -3	4	3	2	1	-2	6	13	0
(68) O=C(NCCc1ccccc1)c1ccc2nc(-c3ccco3)c(-c3ccco3)nc2c1
→ -3	15	15	3	-4	-2	3	.	4
(69) Cc1ccc(C2CCN(C(=O)Nc3ccc(F)cc3)C2)cc1 (stereo unspecified)
→ 3	-3	-21	1	3	-2	-6	3	1
(70) CC1CC(C)CN(C(=S)SCc2nc(N)nc(Nc3ccccc3)n2)C1 (stereo unspecified)
→ -19	0	12	0	-2	-3	11	3	16
(71) CC(C)(C)n1nc2c(c1NC(=O)Cc1ccc(F)cc1)CS(=O)(=O)C2
→ 3	3	-1	-1	3	-2	-4	3	0
(72) Cc1ccc(C)c2[nH]c(=O)c(CN(Cc3nnnn3C3CCCCC3)CC3CCCO3)cc12 (stereo unspecified)
→ 0	-8	-28	0	11	-5	-3	4	2

# Bioassay records deposited in PubChem by The Scripps Research Institute Molecular Screening Center.
